Bim-Bcl-B – inhibitors of Bim-Bcl-B interaction, human; Q9HD36; 190,000 tested, 0.073% active; bead-based flow cytometry, Bim peptide-Bcl-B binding; inhibition, % at 10 µM;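 note: 0% = tracer peptide without compound and 100% = reference inhibitor peptide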
Target sequence (Q9HD36 whole entry, looked up): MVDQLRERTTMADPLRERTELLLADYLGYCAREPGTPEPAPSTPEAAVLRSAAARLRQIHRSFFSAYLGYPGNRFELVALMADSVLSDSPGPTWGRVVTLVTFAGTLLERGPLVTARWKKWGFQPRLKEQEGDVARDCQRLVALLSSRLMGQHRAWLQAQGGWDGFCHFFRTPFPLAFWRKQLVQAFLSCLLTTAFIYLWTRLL
Bfl-1 Bim block – disrupts Bim binding to human Bfl-1 | AID 1008 | 190,000 tested, 0.12% active | Q16548 | inhibition, % at 10 µM | Bead-based flow cytometry, Bim-Bfl-1 binding inhibition;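 note: 0% = wells without compound plus tracer and 100% = blocker peptide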
RGS8-Gao reg – modulates binding of RGS8 to human Galphao; response (percent of control binding), % at 10 µM; P09471; multiplexed bead flow cytometry; actives lie on both sides; 220,000 tested, 0.34% active; AID 1423; in the data active = response below about 60% or above about 140%; inactive = in between;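 note: Galphao activated as the GDP aluminium fluoride complex binding bead-coupled RGS8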
Bim-Mcl-1 – human Bim-Mcl-1 interaction inhibition; Bead-based flow cytometry, Bim peptide-Mcl-1 binding; inhibition, % at 10 µM; 190,000 tested, 0.1% active;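 note: 0% = no compound tracer wells and 100% = peptide blocker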
Target sequence (Q07820 whole entry, looked up): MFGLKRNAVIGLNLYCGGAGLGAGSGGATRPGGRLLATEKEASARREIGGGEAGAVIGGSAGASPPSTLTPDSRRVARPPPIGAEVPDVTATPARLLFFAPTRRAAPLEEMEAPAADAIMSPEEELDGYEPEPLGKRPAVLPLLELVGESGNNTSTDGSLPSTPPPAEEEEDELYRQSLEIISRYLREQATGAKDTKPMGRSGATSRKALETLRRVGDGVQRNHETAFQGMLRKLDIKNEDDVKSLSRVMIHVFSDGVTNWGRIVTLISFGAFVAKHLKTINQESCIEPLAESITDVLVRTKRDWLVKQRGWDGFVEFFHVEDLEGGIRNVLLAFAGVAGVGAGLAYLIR
Mcl1 Noxa PPI – Mcl-1/Noxa interaction inhibition; Q07820; TR-FRET Mcl-1/Noxa peptide binding, 2 h; inhibition, % at 21.7 µM; 220,000 tested, 1.5% active; AID 1022;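 active = compounds that cut the protein-peptide binding signal by more than 50% relative to plate controls in a single-dose test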;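 note: His-tagged Mcl-1 with rhodamine Noxa BH3 peptide and terbium anti-His antibody; 0% = Mcl-1 plus Noxa peptide wells and 100% = peptide-only wells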
RGS7-Gao reg – regulators of human RGS7-Galphao interaction; Multiplexed bead flow cytometry, RGS7-Galphao binding; actives lie on both sides; 220,000 tested, 0.35% active; AID 1439; P09471; binding response (% of control), % at 10 µM; in the data active = binding response below about 49% or above about 150%; inconclusive = no clear call, values can overlap the other calls; inactive = in between;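 note: fluorescent Galphao held in activated GDP-AlF4 state binding bead-coupled RGS7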
Bim-Bcl-2 – inhibitors of Bim-Bcl-2 interaction, human; P10415; 190,000 tested, 0.06% active; Bead-based flow cytometry, Bim peptide-Bcl-2 binding; inhibition, % at 10 µM; in the data active = inhibition above about 40%; inconclusive = no clear call, values can overlap the other calls;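 note: 0% = no compound wells with probe peptide and 100% = reference peptide inhibitor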
RGS4-Gao reg – human RGS4-Galphao interaction regulation; 220,000 tested, 0.33% active; binding response (% of control), % at 10 µM; Multiplexed bead flow cytometry, RGS4-Galphao binding; actives lie on both sides; in the data active = binding response below about 49% or above about 150%; inactive = in between;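 note: fluorescent Galphao activated with aluminum fluoride binding bead-coupled RGS4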
Bcl-XL Bim block – inhibitors of Bim-Bcl-XL interaction, human | Q07817 | Bim peptide-Bcl-XL binding, bead flow cytometry, fluorescence | inhibition, % at 10 µM | 190,000 tested, 0.04% active
Target sequence (Q07817 whole entry, looked up): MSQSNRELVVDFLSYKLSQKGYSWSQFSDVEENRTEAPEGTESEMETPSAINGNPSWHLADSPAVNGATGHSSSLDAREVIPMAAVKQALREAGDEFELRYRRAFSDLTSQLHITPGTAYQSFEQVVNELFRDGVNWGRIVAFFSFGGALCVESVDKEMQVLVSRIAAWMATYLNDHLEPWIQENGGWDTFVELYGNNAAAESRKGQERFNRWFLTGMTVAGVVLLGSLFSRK
Bim-Bcl-W – inhibitors of Bim-Bcl-W interaction, human. bead-based flow cytometry, Bim peptide-Bcl-W binding. inhibition, % at 10 µM. 190,000 tested, 0.02% active. AID 952;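 note: 0% = bound tracer without compound and 100% = peptide blocker; higher means less fluorescent Bim peptide bound to Bcl-W beads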
Target sequence (Q92843 whole entry, looked up): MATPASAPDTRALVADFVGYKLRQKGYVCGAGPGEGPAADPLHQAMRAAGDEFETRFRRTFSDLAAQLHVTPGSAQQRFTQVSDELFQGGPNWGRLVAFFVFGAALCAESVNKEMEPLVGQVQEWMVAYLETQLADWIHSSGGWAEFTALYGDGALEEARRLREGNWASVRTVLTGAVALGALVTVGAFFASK
Mcl1 Bid PPI – disrupts binding of human Mcl-1 to Bid peptide; Q07820; TR-FRET Mcl-1/Bid-Dy647 peptide binding, 1536-well; inhibition, % at 21.7 µM; 220,000 tested, 0.97% active; AID 1021;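 active = compounds that cut the binding signal by more than half at the single screening dose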;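 note: His-tagged Mcl-1 with europium anti-His antibody binding Bid BH3 peptide; 0% = Mcl-1 plus peptide wells and 100% = peptide-only wells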
The depositor's hits bear a star; ? = inconclusive; nt = no result given. Cut-off read from the data, not from the text of the source, unless noted: active = inhibition above about 40%.

SMILES	Bim-Bcl-B	Bfl-1 Bim block	RGS8-Gao reg	Bim-Mcl-1	Mcl1 Noxa PPI	RGS7-Gao reg	Bim-Bcl-2	RGS4-Gao reg	Bcl-XL Bim block	Bim-Bcl-W	Mcl1 Bid PPI
Cc1noc(/C=C/c2ccco2)c1S(=O)(=O)N1CCC(C(=O)N2CCc3ccccc32)CC1	-10	-6	96	1	11	97	-5	94	-2	0	-12
O=C(c1ccco1)N1CCN(c2ccc(Cl)cc2)CC1	-10	-9	97	-2	13	101	-8	101	-13	0	-61
COc1ccc(C)cc1-n1[nH]nnc1=S	-19	-11	123	-2	-30	130	-2	108	-6	-5	-72
Cc1cc(F)ccc1NC(=O)c1ccc(NS(=O)(=O)c2cc(C(C)(C)C)ccc2C)cc1	-1	0	109	0	-3	107	-3	104	-8	-3	2
CC(=O)c1ccc(C(=O)N2CCCC(CCC(=O)N(C)CCc3ccccn3)C2)s1 (centres undefined)	-4	-8	102	1	13	100	-4	98	-2	-2	-23
O=C(O)c1ccc2c(c1)S(=O)(=O)N=C1CCCCCN12	2	3	100	-1	13	99	-1	105	0	0	4
Cn1c(=O)c2c(n(Cc3ccccc3)c1=O)NC(=O)C2CC(=O)N1CCc2ccccc2C1 (centres undefined)	-6	-14	12*	-3	2	13*	-7	21*	-6	-2	-22
COc1cccc(COc2ncnc3sccc23)c1	-5	-9	103	11	-11	99	-3	102	-3	-2	-17
O=[N+]([O-])c1cc(Cl)cc2c1nc(NCCO)c1ccccc12	nt	nt	101	nt	24	?	nt	100	nt	nt	10
O=C(Cc1cccs1)NCCSc1c(-c2ccc(Cl)cc2)[nH]c2ccccc12	-3	-1	102	-1	-11	97	-3	98	-1	-4	-2
CC1=NN(C(C)C)C(=O)C1	-8	-15	100	-3	13	99	-8	102	-4	2	6
COc1ccc(-n2c(=O)c3ccccc3n(Cc3ccccc3F)c2=O)cc1OC	-4	-5	97	1	4	108	-5	93	-1	0	-8
O=C(Nc1ccon1)c1ccc(S(=O)(=O)N2CCCCCC2)cc1	-2	-6	101	4	-7	102	-2	100	-2	4	-33
Cc1cc(C(=O)Nc2ccc3[nH]ccc3c2)no1	nt	nt	99	nt	6	?	nt	95	nt	nt	-18
Cc1ccc(C)c(NC(=O)CN(C)C(=O)CCN2C(=O)c3ccccc3C2=O)c1	0	0	99	-1	3	99	2	97	1	0	-11
Cc1ccc(-c2csc(NC(=O)CCNC(=O)c3ccccc3Cl)n2)cc1	-7	-11	105	0	9	106	-8	108	-6	-3	-4
Cc1c(C(=O)N2CCN(Cc3ccccc3)CC2)sc2ncnc(N3CCOCC3)c12	-9	-21	98	-3	18	100	-10	103	-9	-1	-21
C#CCN(C(=O)CC1C(=O)NCCN1C/C=C/c1ccccc1)C1CCCCC1 (centres undefined)	-3	-6	108	-1	13	105	0	104	0	0	-55
CCn1cc(S(=O)(=O)Nc2ccccc2C(F)(F)F)cn1	2	5	102	-3	0	102	-1	106	0	-2	11
COCc1ccc(CN2CCCC(CCC(=O)NCc3cccc(OC)c3)C2)o1 (centres undefined)	-1	-3	101	-1	-5	105	0	103	-2	0	-23
c1ccc(OCCOc2ncnc3ccccc23)cc1	-7	-9	103	-1	3	99	-3	101	-7	-1	-5
Cc1cc(C)c(S(=O)(=O)N2CCCOC2CNC(=O)C(=O)NCc2ccccn2)c(C)c1 (centres undefined)	0	0	102	-1	8	98	-1	102	0	-1	-8
O=C(CSC1CC(=O)N(CCc2ccccc2)C1=O)Nc1cccc(Cl)c1 (centres undefined)	-10	-12	107	-12	7	102	-7	107	-14	-10	18
Nc1nc(-c2ccccc2)c(-c2ccccc2)s1	-5	-1	98	-4	40	104	-4	101	-3	-2	-25
Cc1nnc(SCC(=O)NC2CCCCC2)n1C1CCCCC1	-1	-2	97	-3	9	95	-2	96	-1	-1	-19
Cc1nnc(SC(C)C(=O)NC2CCCc3ccccc32)n1-c1ccccc1 (centres undefined)	-7	-9	100	-1	19	97	-3	99	-4	-4	-17
O=C(O)CCS(=O)(=O)c1cc(Br)cc2c1N(C(=O)C1CC1)CC2	-1	0	99	1	17	?	0	98	-1	1	-21
Cc1ccccc1C(=O)Nc1ccc(S(=O)(=O)N2CCN(C)CC2)cc1	-8	-12	101	-3	-1	102	-13	100	-10	-1	-4
N#CCCCCN1c2cccc3cccc(c23)S1(=O)=O	0	-1	96	-3	14	98	-2	95	-3	-2	6
O=C(OCN1C(=O)c2ccccc2C1=O)c1ccco1	-4	-3	100	-2	7	98	-4	101	-5	-3	7
COc1ccc(Br)cc1[C@H]1[C@H]2C=CC[C@@H](C)[C@@H]2C(=O)N1Cc1ccccc1	nt	nt	102	nt	18	?	nt	102	nt	nt	-27
Clc1cccc(CSc2nnc(-c3ccccn3)n2Cc2ccco2)c1	16	5	103	1	7	105	12	104	2	4	-17
COc1cccc(OCC(O)CN2CCN(c3ccccc3)CC2)c1 (centres undefined)	nt	nt	104	nt	-3	?	nt	106	nt	nt	-121
Cn1c(SCC(=O)c2ccccc2)nnc1-c1ccc(O)cc1	-8	-8	102	0	12	100	-6	101	-7	0	0
O=[N+]([O-])c1cccc(C2=NCCC(c3ccccc3)O2)c1 (centres undefined)	-2	2	107	1	22	103	0	107	3	0	3
CCN(CCS(=O)(=O)c1ccc(Cl)cc1)C(=O)Nc1ccccc1	nt	nt	103	nt	-5	?	nt	101	nt	nt	-15
CN(C)C(=O)c1c(NC(=O)c2ccco2)sc2c1CCCCC2	-5	-2	101	-2	-5	101	0	101	-7	-4	-28
CC1N=C2c3ccccc3N=C(SCc3cc(=O)n4cc(Cl)ccc4n3)N2C1=O (centres undefined)	-1	0	120	2	-3	104	2	109	0	-1	-32
N#Cc1cc2c(nc1SCc1cccnc1)CCCCC2	-1	-9	100	-1	9	99	-6	94	0	3	10
CN1CCN(c2ccc(CNC(=O)c3ccc4c(c3)OCCO4)cc2)CC1	nt	nt	103	nt	-6	?	nt	100	nt	nt	-4
C=CCc1cc(C)cc(C)c1OCCn1cncn1	-1	0	104	0	-1	102	2	102	-3	0	-7
COc1ccc(Cl)cc1NC(=O)C(=O)N/N=C/c1cc(C)n(-c2ccc(C)cc2)c1C	-3	-12	91	-3	-1	92	-7	85	-4	-1	-14
CC12CCC(C(=O)NCCc3ccccc3)(OC1=O)C2(C)C (centres undefined)	2	6	101	-2	17	114	0	106	3	1	-17
Cc1cc(N2CCCC2)nc2c(C)cccc12	-2	-2	99	1	7	103	0	96	3	1	-6
Cc1nn(C)cc1C1C(C#N)=C(N)N(c2cccnc2)C2=C1C(=O)CCC2 (centres undefined)	-2	2	103	0	2	105	0	102	-2	0	-84
C=CCn1c(C)csc1=Nc1ccc(C(C)=O)cc1	-7	-4	102	-4	2	103	1	107	-3	-1	-34
COc1ccc(/C=C/C(=O)N[C@@H](C)C(=O)O)cc1	-7	-2	108	-3	17	105	-4	103	-5	-4	-3
O=C(Cn1nc(C(F)(F)F)c2c1CCC2)Nc1ccccc1C(F)(F)F	-1	1	103	0	2	103	-13	100	-5	0	1
COCCNC(=O)c1cc2cc(Br)cc(Br)c2oc1=O	-2	-4	102	-7	-9	100	-2	106	0	-2	-1
CCOC(=O)c1c(C)[nH]c(C)c1C(=O)COC(=O)/C=C/c1ccc(OC(F)F)cc1	-8	-12	106	-4	19	103	-13	103	-8	-4	-1

Further records follow.
SMILES	Bim-Bcl-B	Bfl-1 Bim block	RGS8-Gao reg	Bim-Mcl-1	Mcl1 Noxa PPI	RGS7-Gao reg	Bim-Bcl-2	RGS4-Gao reg	Bcl-XL Bim block	Bim-Bcl-W	Mcl1 Bid PPI
c1cnc(-c2nnc3n2CCCCC3)cn1	-2	-13	102	-6	-1	102	-2	99	-5	-9	-10
O=C(NC1CCCC1)C(=O)N(Cc1cccnc1)C(C(=O)NCc1ccco1)c1ccccc1F (centres undefined)	-5	-5	96	-4	2	94	-4	95	-1	-2	-33
O=C(NC1CCCCCC1)c1cccc(COCC(F)(F)F)c1	-20	-12	100	-12	-7	99	-17	101	-19	-16	-1
CCCC(=O)NCc1nc2ccccc2n1C	-10	-19	100	-6	nt	99	-13	103	-6	-3	-18
Cc1cc(Br)c2c(c1)=C(c1sc(N3CCCCCC3)nc1O)C(=O)N=2	7	7	87	5	24	85	3	79	6	6	37
OC(CNCc1ccccc1F)(c1ccc(F)cc1)c1ccc(F)cc1	-1	4	101	-4	7	100	-6	103	-3	-1	-10
COc1ccccc1NC(=O)c1nnn(Cc2ccccc2)c1NC(C)=O	-3	0	97	-6	2	101	-13	100	-11	-4	-24
CC#CC[N+](C)(C)CCCCCCCCCCCC	-7	-1	106	-9	-12	101	-2	105	-5	-4	-6
COCCNC(=O)C/C(C)=N/NC(=O)C(=O)NC1CCCCC1	-4	-9	105	0	20	103	-1	102	-2	-1	-19
COc1cc(C(=O)Nc2nnc(C)s2)cc(OC)c1OC	-6	-9	101	0	3	108	-8	103	-4	1	5

The final three compounds of the section above lead into the next.
SMILES	Bim-Bcl-B	Bfl-1 Bim block	RGS8-Gao reg	Bim-Mcl-1	Mcl1 Noxa PPI	RGS7-Gao reg	Bim-Bcl-2	RGS4-Gao reg	Bcl-XL Bim block	Bim-Bcl-W	Mcl1 Bid PPI
CC#CC[N+](C)(C)CCCCCCCCCCCC	-7	-1	106	-9	-12	101	-2	105	-5	-4	-6
COCCNC(=O)C/C(C)=N/NC(=O)C(=O)NC1CCCCC1	-4	-9	105	0	20	103	-1	102	-2	-1	-19
COc1cc(C(=O)Nc2nnc(C)s2)cc(OC)c1OC	-6	-9	101	0	3	108	-8	103	-4	1	5
C=CCOC(=O)C1=C[C@H](c2ccccc2)[C@@H](CCCO)[C@H](OCC)O1	-5	-6	99	-1	-26	102	-1	101	-2	-1	-8
Cc1[nH]c(=O)[nH]c(=O)c1NC(=O)c1cccs1	-12	-14	101	-4	nt	101	-12	103	-10	-2	-17
O=C(O)/C=C\C(=O)Nc1ccc(N2CCN(c3ccc(Cl)c(Cl)c3)CC2)cc1	1	6	89	0	44	93	-1	95	0	0	-2
O=C(CN1C(=O)c2cccc3cccc1c23)N1CCN(c2cccc(Cl)c2)CC1	1	-1	101	0	-52	97	-1	98	-2	0	-16
Cc1ccc(C#N)c(SCc2ccccc2[N+](=O)[O-])n1	-3	0	102	-1	6	99	-1	101	0	-1	-11
CCC(=O)Oc1ccc2c(C)cc(=O)oc2c1C	-1	0	102	0	0	102	-1	102	-3	-1	1
COc1cc(/C(C)=N/NC(=O)CSc2nc3ccccc3[nH]2)ccc1O	nt	nt	98	nt	-6	?	nt	97	nt	nt	-81
O=C(O)CCn1c(SCc2cccc3ccccc23)nc2ccccc21	-6	-10	99	-1	13	101	-11	101	-5	-1	-19
CCOC(=O)c1[nH]c2ccccc2c1NC(=O)CN(C)C	-12	-21	100	-6	15	99	-15	101	-9	-2	-9
Nc1nc(CN2CCN(Cc3ccccc3)CC2)nc(N2CCCc3ccccc32)n1	-2	-2	103	0	13	?	0	105	-1	-4	-51
CSCc1ccc(C(=O)NCc2ccccc2)cc1	-3	0	93	-1	-8	99	-1	98	-4	-2	-9

Bioassay records from PubChem BioAssay.

The order is random. About 2.7% of those tested had a hit in this group.
